Assay outcomes (PubChem)
PKA-R1A activ: activators of PKA-R1A complex; AID 504707; activation, % at 11.4 µM; 340,000 compounds, 0.083% hits; PKA-R1A dissociation, Cy5-IP20 fluorescence polarization; scaled: DMSO 0%, 113 µM cGMP 100%; P00514+P68181;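 active = percent activation above the mean of all tested compounds plus 3 SD, cut at about 19% in these data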;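 also: higher means more PKAc released from R1A so a rise in polarization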
NSD2 inh: NSD2 (human) methyltransferase inhibition. O96028. NSD2 peptide methylation, AlphaScreen, 120 min. inhibition, % at 12.5 µM. 310,000 compounds, 0.54% hits. AID 743445; in the data active = inhibition above about 50%
SR-BI uptake up: activators of SR-BI mediated HDL lipid uptake; CHO ldlA[mSR-BI] cells, DiI-HDL uptake fluorescence, 3 h; 100 = double the neutral-control signal; activation, % at 12.5 µM; 320,000 compounds, 0.096% hits; AID 504775;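 active = mean replicate activation of at least 60% and every replicate at or above 60%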;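 also: 0% = median plate neutral-control signal and 100% = twice that signal; values of inactives mirror those of a sister screen read the other way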
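Test system: SR-BI-overexpressing, LDLR-lacking CHO cells; Also added: labelled HDL, 10 µg/mL; Measured by: bottom-read cell fluorescence after medium removal, ex 550/em 595 nm; Timing: 3 h uptake period with compound, 37 °C; Buffer or medium: F12, 0.5% BSA, 25 mM HEPES; Doses: single compound concentration, delivered by pin transfer.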
MITF act: activators of MITF-driven TRPM1 promoter activity in SK-MEL-5 cells; SK-MEL-5 TRPM1-promoter luciferase, 24 h; % of positive control, neutral wells = 0; activation, % at 12.5 µM; 300,000 compounds, 0.75% hits; AID 588334;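 active = mean activation of at least 80% with every replicate also reaching 80%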;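 also: 0% = neutral control wells and 100% = parthenolide positive control wells; values of inactives mirror those of a sister screen read the other way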
CDK5 inh: CDK5/p35 (human) kinase inhibition; Q00535+Q15078; Recombinant CDK5/p35, ADP-Glo luminescence, 60 min; inhibition, % at 10 µM; 330,000 compounds, 0.01% hits;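 active = highest replicate inhibition of at least 50% and at least 75% of replicates reaching 50%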;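 also: plate controls were DMSO neutral control for no effect and GW8510 at 10 µM for full effect; many of its hits are not listed in these tables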
Arrestin-AP2 inh: inhibitors of human beta-arrestin and AP2 interaction; inhibition, % at 10 µM; FITC-arrestin peptide / GST-AP2 beads, flow cytometry; AP2 beta2 appendage carries R879A mutation; 340,000 compounds, 0.31% hits;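 active = inhibition above a set limit, near 3 SD of compounds lacking own fluorescence, cut at about 54% in these data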;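 also: plate controls were DMSO wells for no effect and 5 µM unlabelled arrestin peptide for full effect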
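System: GST-AP2 R879A glutathione beads. Medium: PBS with 0.05% Tween 20 and 0.1% BSA. Also added: FITC-arrestin peptide, 50 nM. Incubation: 12 min plus 1 h, RT. Measured by: high-throughput flow cytometry of beads, ex 488, em 535 nm. Evaluation: percent drop in bead-associated FITC signal.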
Pemphigus Ab inh: blocks pemphigus antibody binding to human desmoglein-3; DSG3-coupled beads, scFv-anti-DSG3-GFP binding, flow cytometry; active compounds read low; binding (percent of control), % at 10 µM; P32926; 310,000 compounds, 0.48% hits;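 active = binding more than 3 SD below its plate's average and above zero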;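 also: hits lower antibody fragment binding to DSG3; some compounds called inactive have numbers as strong as hits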
Target sequence (P32926 whole entry, looked up, the tested form may be a part): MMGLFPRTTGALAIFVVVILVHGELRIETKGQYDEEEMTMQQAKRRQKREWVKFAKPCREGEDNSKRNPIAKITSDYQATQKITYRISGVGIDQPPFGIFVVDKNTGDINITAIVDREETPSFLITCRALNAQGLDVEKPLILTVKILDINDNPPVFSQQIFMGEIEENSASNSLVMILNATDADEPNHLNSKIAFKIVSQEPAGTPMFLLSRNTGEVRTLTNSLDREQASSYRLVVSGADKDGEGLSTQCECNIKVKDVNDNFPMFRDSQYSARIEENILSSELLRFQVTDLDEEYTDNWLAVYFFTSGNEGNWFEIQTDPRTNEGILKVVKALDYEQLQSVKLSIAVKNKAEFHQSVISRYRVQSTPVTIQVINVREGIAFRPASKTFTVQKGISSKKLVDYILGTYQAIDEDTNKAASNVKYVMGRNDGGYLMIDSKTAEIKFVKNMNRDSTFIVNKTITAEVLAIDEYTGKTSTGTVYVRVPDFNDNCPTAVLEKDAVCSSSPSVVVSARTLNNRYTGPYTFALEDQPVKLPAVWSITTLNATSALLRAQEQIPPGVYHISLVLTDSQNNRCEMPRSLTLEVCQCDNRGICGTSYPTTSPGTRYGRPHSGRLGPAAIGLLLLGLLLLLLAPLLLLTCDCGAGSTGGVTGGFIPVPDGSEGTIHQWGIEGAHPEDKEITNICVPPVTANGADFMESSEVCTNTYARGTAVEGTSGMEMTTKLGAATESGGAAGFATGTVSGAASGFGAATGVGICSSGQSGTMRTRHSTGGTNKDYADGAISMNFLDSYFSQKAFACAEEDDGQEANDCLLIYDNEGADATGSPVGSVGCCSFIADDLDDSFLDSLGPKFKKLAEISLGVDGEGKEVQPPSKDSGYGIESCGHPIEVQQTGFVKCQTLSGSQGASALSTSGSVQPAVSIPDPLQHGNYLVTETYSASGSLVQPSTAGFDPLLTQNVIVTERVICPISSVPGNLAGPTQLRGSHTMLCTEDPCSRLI
SR-BI DiI inh: blocks mouse SR-BI lipid uptake from DiI-HDL; Q61009; ldlA[mSR-BI] CHO cells, DiI-HDL uptake fluorescence, 3 h; inhibition, % at 12.5 µM; 320,000 compounds, 0.96% hits; AID 488896;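 active = mean replicate inhibition of at least 70% and a set share of replicates each scoring 70 or more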;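 also: 0% = median of neutral control wells and 100% = median of positive control wells; values of inactives mirror those of a sister screen read the other way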
PKA-R2B activ: activates the human PKA-R2B holoenzyme complex; 340,000 compounds, 0.079% hits; activation, % at 11.4 µM; PKA-R2B holoenzyme dissociation, Cy5-IP20 fluorescence polarization; R2B truncated from residue 108, S112A mutant; 0% DMSO only, 100% 113 µM cGMP;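 active = activation above a cutoff set at the mean over all compounds plus 3 SD, cut at about 18% in these data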;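 also: higher means more holoenzyme dissociation and a rise in polarization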
dFosB act: mouse delta FosB homodimer activation; purified delta FosB, TAMRA-CDK5 oligo fluorescence polarization; percent of positive-control signal above neutral wells; 340,000 compounds, 0.99% hits; P13346; activation, % at 25 µM; AID 493131;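 active = mean activation above about 17%, with every replicate also reaching it, limit read from the data, passing the limit was not always enough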;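 also: fluorescence polarization rise as delta FosB binds a TAMRA Cdk5 AP-1 oligo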
SUMO Mot1 rescue: blocks SUMOylation pathway, rescuing yeast Mot1-301 growth. S. cerevisiae Mot1-301 growth rescue, ATP luminescence, 38.5C; percent above DMSO median, 100 means doubled. growth rescue, % at 18.8 µM. 320,000 compounds, 1% hits. AID 2716;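 active = every valid replicate shows activation above 250% relative to neutral control wells; inactive = the rest, any valid replicate at or below 250%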;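 also: OY570 slx delta 5 strain wells were the positive control but not used for scaling; some compounds called inactive have numbers as strong as hits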
Starred values were filed as active, the others as inactive; · = no result given.

The line under a structure holds: PKA-R1A activ, NSD2 inh, SR-BI uptake up, MITF act, CDK5 inh, Arrestin-AP2 inh, Pemphigus Ab inh, SR-BI DiI inh, PKA-R2B activ, dFosB act, SUMO Mot1 rescue
> CC1Cc2ccccc2N1Cc1cccc([N+](=O)[O-])c1 (configuration not stated)
    5, ·, -38, 3, -1.1, -5, 100, 38, 4, -7, 7
> COc1ccc(NC(=O)C2CC(c3cc(OC)c(OC)c(OC)c3)=NO2)cc1OC (configuration not stated)
    -7, 11, -13, -10, -1.0, -3, 101, 13, -1, -10, 2
> CCCCC(c1nnnn1CCOC)N1CCN(c2cccc(OC)c2)CC1 (configuration not stated)
    -5, 2, -22, -8, 0.9, 16, ·, 22, 5, 4, ·
> CCOC(=O)c1nnc(-c2ccccc2)[nH]c1=O
    2, -4, 14, -6, -0.8, 12, 103, -14, 3, -3, ·
> CC1CCN(CC(O)COCCC23CC4CC(CC(C4)C2)C3)CC1 (configuration not stated)
    -5, 3, 8, 16, 1.8, -4, 105, -8, -2, -3, 92
> O=C(O)c1cc(O)ccc1-c1ccc(O)cc1
    4, 0, 16, -4, -0.6, 0, 97, -16, 2, -4, 5
> O=C(O)C1CCCCC1C(=O)Nc1ccccn1 (configuration not stated)
    12, 2, 17, ·, 0.1, 15, 96, -17, -4, 0, 7
> Cc1cc(CNCc2c(C(=O)N3CCCCCCC3)nc3ccc(Cl)cn23)nn1C
    -11, ·, 6, 9, -0.1, 9, 123, -6, -2, -7, -12
> COC(=O)[C@]1(C)N[C@H](CN(C)S(=O)(=O)c2ccc(F)cc2)[C@@H]2C(=O)N(Cc3ccccc3)C(=O)[C@@H]21
    9, ·, 26, -3, 3.4, 10, 97, -26, -5, -5, ·
> CCOC(=O)c1[nH]c2ccc(OC)cc2c1NC(=O)CN1CCc2ccccc2C1
    2, 1, -2, -20, 0.4, 9, 98, 2, 0, -18, 9
> CCC(=O)NCCc1c[nH]c2ccccc12
    -2, 0, 21, -3, 0.0, 21, ·, -21, 4, 0, ·
> COc1ccc(C2/C=C\CN(C(=O)C3CCCC3)[C@H](Cc3ccccc3)C(=O)N2Cc2ccc(F)cc2)cc1 (some centres not stated)
    -3, ·, -8, 8, 0.2, 8, 111, 8, -5, -1, -5
> CCOc1nc(OCC)nc(N2CCC(C)CC2)n1
    -4, -3, -33, ·, 0.6, -2, 105, 33, 1, 5, 1
> Clc1ccc(Cl)c(OCc2cc(-c3ccccc3Cl)on2)c1
    9, -1, 27, 63, -0.9, -1, 109, -27, 0, -1, -17
> CCOc1ccc(CC(=O)NCc2cn3c(C)csc3n2)cc1
    -2, ·, -3, ·, -0.5, 1, 103, 3, 22*, 2, 48
> CC(C)(C)c1ccc(C2CC2C(=O)N/N=C\c2ccc[nH]2)cc1 (configuration not stated)
    -5, 9, 4, -5, 0.0, 8, 102, -4, -9, -10, -7
> COCCNS(=O)(=O)c1ccc2c(c1)C(=O)c1cc(S(=O)(=O)NCCOC)ccc1-2
    4, 0, 9, ·, 4.7, 0, 100, -9, 0, -1, 117
> CCc1ccccc1N1C(=O)C2CC=CCC2C1=O (configuration not stated)
    11, 0, 5, 4, 1.2, 5, 122, -5, 4, -2, 7
> CC(=O)c1c(C)n(-c2ccccc2)c2ccc(O)cc12
    -4, 2, -45, ·, -0.4, -2, ·, 45, -5, 1, -23
> COc1ccc(CC(=O)NNS(=O)(=O)c2cccc([N+](=O)[O-])c2)cc1OC
    1, ·, 1, 12, -0.3, 7, ·, -1, -1, 3, -16
> C/C(N)=C(/C#N)C(=O)COC(=O)CNS(=O)(=O)c1ccc(C)cc1
    -4, -5, 3, -11, -2.7, 1, 104, -3, 7, -2, -3
> CC(C)(C)c1ccc(OC(=O)Nc2ccc(O)c(C(=O)O)c2)cc1
    -6, 2, 6, -8, -0.5, 1, 94, -6, 1, -10, 6
> Cn1cccc1Cc1nnc(SCC(=O)NC2CCCC2)n1CCc1ccccc1
    5, ·, -12, -2, 1.1, -7, 107, 12, -1, -11, -14
> CCSc1nnc(NC(=O)CSc2nnc(C)c(=O)n2N)s1
    -3, -2, 16, -2, -1.1, -11, 97, -16, -13, -2, -1
> Oc1nc(Nc2cccc(Cl)c2)sc1/C=C1\C=Nc2ccccc21
    -4, -1, -25, 0, -0.9, 20, 112, 25, 3, 10, 76
> Fc1ccc(-c2[nH]ncc2CN(CC2CCC2)CC2CCCO2)c(F)c1 (configuration not stated)
    -9, 4, 4, 3, -3.6, -25, 125, -4, -8, -9, 5
> Cc1cccc2c1-c1sc(C(=O)Nc3cccnc3)cc1CO2
    -1, -1, -33, 64, 1.6, 7, 102, 33, 6, 32*, 20
> COc1ccc(C(C(=O)NC(C)(C)C)N(CCc2ccc(OC)c(OC)c2)C(=O)CCC(=O)Nc2cc(C)on2)cc1 (configuration not stated)
    -2, 0, -4, 1, -0.5, 18, 100, 4, -5, -15, -5
> CC1CCN(CC(=O)Nc2cc(C(F)(F)F)ccc2Cl)CC1
    -7, -4, -31, 20, 0.8, 3, 80, 31, -8, 4, 20
> COc1ccc(/C=N/NC(=O)CSc2n[nH]c(=O)[nH]c2=O)cc1
    2, -1, 8, -4, 0.2, -28, 103, -8, 0, 2, 4
> c1cnc2c(c1)ncc1cscc12
    7, -4, 8, 6, 0.4, -2, 104, -8, 4, -15, 8
> CCCn1nc(NC(=O)CC(C)C)c2cc3ccccc3nc21
    -1, 24, -1, -11, 0.3, -3, 101, 1, -2, -1, -3
> NC(N)=NS(=O)(=O)c1ccc(NC(=S)NC(=O)Cc2ccc(Cl)cc2)cc1
    1, 3, 2, ·, -2.2, -1, 112, -2, -16, -4, 124
> O=C(Cc1cccc2ccccc12)Nc1c(F)cccc1F
    4, -2, -9, 8, 0.5, -3, 104, 9, -4, -9, 13
> O=C(CN1C(=O)CSC1=O)N1CCCC(Nc2ccc(F)cc2)C1 (configuration not stated)
    -2, -1, -2, 0, -0.6, 28, 89, 2, -6, -8, -8
> Cc1cccc(NC(=O)C2CCCN(S(=O)(=O)c3ccc4[nH]c(=O)ccc4c3)C2)n1 (configuration not stated)
    1, 2, 10, -2, -0.4, 0, ·, -10, 3, -8, 9
> COC(=O)c1ccccc1NC(=O)COC(=O)c1ccccc1N=Nc1ccc(N(C)C)cc1
    -6, 3, -37, 24, -0.7, 24, ·, 37, -7, 4, 7
> CCOC(=O)N1CCN(S(=O)(=O)c2ccc(C)cc2)C1c1ccccc1 (configuration not stated)
    -4, 0, 3, 6, -1.8, -3, ·, -3, -7, -8, 6
> CCOC(=O)C1(CCOc2ccccc2)CCN(C(=O)CCSC)CC1
    -3, -3, -6, ·, 0.2, 24, 122, 6, 6, -3, 2
> CCOC(=O)NC(Nc1ncccn1)(C(F)(F)F)C(F)(F)F
    -8, -1, 3, 4, -0.9, -3, ·, -3, -9, -2, 1

Some of these compounds in order of the SR-BI uptake up value, high to low:
The line under a structure holds: PKA-R1A activ, NSD2 inh, SR-BI uptake up, MITF act, CDK5 inh, Arrestin-AP2 inh, Pemphigus Ab inh, SR-BI DiI inh, PKA-R2B activ, dFosB act, SUMO Mot1 rescue
> Clc1ccc(Cl)c(OCc2cc(-c3ccccc3Cl)on2)c1
    9, -1, 27, 63, -0.9, -1, 109, -27, 0, -1, -17
> Fc1ccc(-c2[nH]ncc2CN(CC2CCC2)CC2CCCO2)c(F)c1 (configuration not stated)
    -9, 4, 4, 3, -3.6, -25, 125, -4, -8, -9, 5
> CC1Cc2ccccc2N1Cc1cccc([N+](=O)[O-])c1 (configuration not stated)
    5, ·, -38, 3, -1.1, -5, 100, 38, 4, -7, 7

Following part
The line under a structure holds: PKA-R1A activ, NSD2 inh, SR-BI uptake up, MITF act, CDK5 inh, Arrestin-AP2 inh, Pemphigus Ab inh, SR-BI DiI inh, PKA-R2B activ, dFosB act, SUMO Mot1 rescue
> CC(SCc1ccccc1)C(=O)NN=C1CCN(C)CC1 (configuration not stated)
    -1, 1, 7, 11, 0.7, 1, 89, -7, -12, -14, -4
> COCCNC(=O)c1c(CSc2ccccc2)noc1C(=O)NCc1ccccc1
    13, ·, 17, -1, -0.7, 18, 106, -17, -5, -3, 15
> O=C(NC12CC3CC(CC(C3)C1)C2)c1ccc(-c2cccc(Cl)c2)o1
    3, 3, -19, 50, 2.1, 5, ·, 19, -4, -6, -12
> COc1ccc2cc(C3(C)NC(=O)N(CC(=O)NCc4ccco4)C3=O)ccc2c1 (configuration not stated)
    12, 3, -41, -4, 0.7, -5, 99, 41, 10, 4, 3
> CCN(CC(=O)NC1CCS(=O)(=O)C1)c1nc(-c2ccccc2)nc2ccccc12 (configuration not stated)
    5, 0, 5, 2, -0.5, 17, 94, -5, -6, -6, 73
> CCCC12CN3CCN(CC(C3)/C1=N\NC(=O)c1ccc(F)cc1)C2
    1, -2, 4, 3, -0.3, -10, 96, -4, -5, 2, -6
> C/C(=N\n1c(C)nc2ccccc2c1=O)c1ccc(C)o1
    1, -1, 11, 5, 0.7, -1, 106, -11, 9, -3, 0
> COC(=O)c1cccc(NC(=S)Nc2cccc(Cl)c2Cl)c1
    -2, -3, 0, 5, 0.8, 3, 134, 0, -8, -1, -3
> Cc1ccc(S(=O)(=O)N2[C@@H](c3ccccc3)C(C(=O)O)=CC[C@H]2c2cccc(Cl)c2)cc1
    5, ·, -13, 11, -4.2, 14, 106, 13, 3, -1, -4
> O=C(c1ccc(N2CN(C(=O)c3ccco3)c3nc4ccccc4nc32)cc1)N1CCOCC1
    9, ·, -22, 16, -5.6, 18, 96, 22, 2, -18, -19
> COc1ccc(OCC(=O)NCCNC(=O)c2ccncc2)cc1
    -6, 9, 9, -7, 1.4, 0, ·, -9, 1, 1, 11
